PglD inh – C. jejuni PglD acetyltransferase inhibitors, primary screen, biochemical, DTNB colorimetric, single point | UDP-N-acetylbacillosamine N-acetyltransferase PglD (Campylobacter jejuni) | purified PglD enzyme, DTNB colorimetric CoA detection | inhibition, % at 12.5 µM | 360,000 tested, 0.098% active | AID 602405, 2012; in the data active = inhibition above about 16%, passing the limit was not always enough; note: strong numbers were not always called active
S100A4 MyoIIA – inhibitors of S100A4-myosin IIA peptide binding, primary screen, biochemical, fluorescence polarization, TAMRA-MyoIIA peptide; Protein S100-A4 (Homo sapiens), P26447; 360,000 tested, 0.14% active; inhibition, % at 10.7 µM;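 active = mean inhibition of at least 70% across replicates, with every replicate also reaching that level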
Target sequence (P26447 whole entry, looked up): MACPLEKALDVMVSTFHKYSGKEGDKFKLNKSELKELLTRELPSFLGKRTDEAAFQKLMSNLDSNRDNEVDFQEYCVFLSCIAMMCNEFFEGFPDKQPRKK
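Test system: S100A4 monomer protein; Medium: HEPES pH 7.2 with CaCl2, KCl, NaCl, DTT, Triton; Probe or stimulus: TAMRA-labelled myosin IIA heavy-chain peptide probe, 5 nM; Doses: one dose per compound; Times: polarization read 5 min after assay mix addition, stable 5–60 min; Benchmarks: neutral control DMSO, positive control TFP.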
DENV2 CPE rescue – inhibitors of DENV2 cytopathic effect, primary screen, cell-based, plate reader, single concentration; 350,000 tested, 1.7% active; CPE inhibition, % at 9.99 µM; DENV2-infected cells, cytopathic effect rescue; in the data active = CPE inhibition above about 20%, passing the limit was not always enough; tested in BHK-21 cells;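 note: 0% = median of neutral control wells and 100% = median of positive control wells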
ERp5 inh – inhibitors of ERp5-driven insulin aggregation, primary screen, biochemical, turbidity, absorbance 650 nm, single point; Protein disulfide-isomerase A6 (Homo sapiens), Q15084; 90 min; inhibition, % at 9.99 µM; 350,000 tested, 0.05% active; AID 651711, 2012;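 active = mean replicate inhibition above about 25%, with every replicate also reaching it, limit read from the data, passing the limit was not always enough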
Target sequence (Q15084 whole entry, looked up): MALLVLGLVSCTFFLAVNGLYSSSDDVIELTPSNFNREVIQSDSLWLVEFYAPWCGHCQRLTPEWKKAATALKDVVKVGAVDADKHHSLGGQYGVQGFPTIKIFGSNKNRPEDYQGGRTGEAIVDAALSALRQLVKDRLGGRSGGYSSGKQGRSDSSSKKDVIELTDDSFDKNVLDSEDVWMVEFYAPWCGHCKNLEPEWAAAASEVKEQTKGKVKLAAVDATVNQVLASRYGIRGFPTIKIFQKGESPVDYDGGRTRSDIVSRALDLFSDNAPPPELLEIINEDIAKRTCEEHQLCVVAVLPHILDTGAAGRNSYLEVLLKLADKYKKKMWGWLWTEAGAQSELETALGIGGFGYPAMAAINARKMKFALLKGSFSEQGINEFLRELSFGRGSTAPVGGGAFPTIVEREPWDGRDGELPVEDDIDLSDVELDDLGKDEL
SIRT5 inh – SIRT5 desuccinylase inhibitors, primary screen, biochemical, fluorescence imaging, single point, set 5. 330,000 tested, 1.1% active. AID 652115, 2013. Purified SirT5, succinyl-peptide AMC, trypsin-coupled fluorescence. inhibition, % at 15 µM; in the data active = inhibition above about 15%
Target sequence (Q9NXA8 whole entry, looked up): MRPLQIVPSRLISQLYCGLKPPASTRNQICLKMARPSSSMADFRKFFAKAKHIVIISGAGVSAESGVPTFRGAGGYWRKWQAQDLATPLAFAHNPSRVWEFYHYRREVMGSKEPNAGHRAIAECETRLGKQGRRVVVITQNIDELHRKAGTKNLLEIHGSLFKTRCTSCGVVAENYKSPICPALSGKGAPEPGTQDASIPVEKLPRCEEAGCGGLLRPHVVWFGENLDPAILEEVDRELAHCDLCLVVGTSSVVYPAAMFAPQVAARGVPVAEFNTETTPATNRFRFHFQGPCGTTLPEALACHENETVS
E-selectin induc – E-selectin induction in HUVECs, primary screen, imaging, HUVEC, immunofluorescence imaging, single point; normalized: neutral wells 0, TNF-alpha wells 100; activation, % at 7.58 µM; 260,000 tested, 0.37% active; AID 686992, 2013;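 active = mean E-selectin-positive cell signal at least 10% of the positive control, reached in at least 60% of replicates, without over 20% cell loss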;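 note: in these data hits start at about 27%; measured in HUVEC primary endothelial cells; signal is the percent of cells scored E-selectin positive by PE staining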
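Material: HUVEC primary endothelial cells; Amount: 3,000 cells per well; Dosing: single concentration; Medium: EGM-2 growth medium on 0.1% gelatin-coated wells; Read-out basis: percent E-selectin-positive cells; Signal: immunofluorescence imaging; Control set: TNF-alpha, DMSO.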
C2C12 statin – suppressors of statin myotoxicity in C2C12 myotubes, primary screen, cell-based, single point, plate reader; rescue of ATP level, % at 7.49 µM; AID 602340, 2012; 330,000 tested, 0.78% active; C2C12 myotubes + simvastatin, ATP luminescence, 48 h; scaled: DMSO 0, geranylgeraniol control 100;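 active = mean ATP rescue above about 67%, or every replicate alone reaching that limit, limit read from the data, passing the limit was not always enough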;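 note: myotubes were challenged with 10 µM simvastatin during compound exposure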
An asterisk follows results filed as active; x = no result given. Only part of the results is shown; count on the stated rates, not on these rows.

SMILES	PglD inh	S100A4 MyoIIA	DENV2 CPE rescue	ERp5 inh	SIRT5 inh	E-selectin induc	C2C12 statin
C[C@H](CO)N1C[C@H](C)[C@H](CN(C)S(=O)(=O)c2ccc(F)cc2)OCc2ccccc2-c2ccccc2C1=O	2	6	14	-1	-6	-0.5	8
Cc1cccc(CSc2[nH]c(=O)ncc2C)c1	6	9	-1	-1	-3	x	10
O=C(O)[C@@H]1[C@@H](CO)[C@@H]2Cn3c(ccc(/C=C/c4ccccc4)c3=O)[C@@H]2N1Cc1ccc2c(c1)OCO2	-2	0	2	-5	-15	0.6	20
CCC(=O)N1C[C@H]2[C@@H](c3ccccc31)[C@H](CO)N2C(=O)CC1CC1	-2	-9	4	0	-1	-0.1	-23
COc1ccc(-c2sc3ccc(-c4ccc5c(c4)OCO5)cc3c2-c2ccc(OC)nc2)cc1	-4	-4	-4	-6	x	0.1	-35
C[C@H]1CN([C@@H](C)CO)C(=O)c2cc(NS(=O)(=O)c3ccc(F)cc3)ccc2O[C@H]1CN(C)Cc1ccc(Oc2ccccc2)cc1	0	1	6	-12	-1	-0.1	36
COc1ccccc1Cc1c(C2CCCCC2)nc2c3ccccc3ccn12	x	-3	5	0	x	1.9	x
COc1ccc(C2NC(=O)N(C)C(C)=C2[N+](=O)[O-])cc1 (centres undefined)	0	-4	-3	0	2	0.7	23
CN(C)C(=O)C[C@H]1CC[C@H]2[C@@H](COC[C@@H](O)CN2C(=O)C2CCOCC2)O1	0	-46	14	-8	-2	-0.2	-31
CCOC(=O)c1c(C)[nH]c(C(=O)COC(=O)CN2C(=O)C3CCCCC3C2=O)c1C (centres undefined)	0	0	x	4	-2	x	-3
CN(C)S(=O)(=O)c1ccc(C(=O)OCC2CCCO2)cc1 (centres undefined)	5	-6	0	1	-8	x	-5
Cc1ccnc(NC(=O)CCCNC(=O)c2ccc(Cl)cc2)c1	x	0	-5	-3	0	-0.3	16
C[C@@H]1CN([C@@H](C)CO)C(=O)c2cc(NC(=O)c3ccncc3)ccc2O[C@@H](C)CCCCO[C@@H]1CN(C)C(=O)Nc1cccc2ccccc12	-1	-8	-8	4	6	-0.1	-31
O=C(NNc1cc(Cl)ccc1Cl)c1cccnc1Cl	x	3	1	-1	0	x	x
O=C(N[C@@H]1CC[C@H](CCNS(=O)(=O)Cc2ccccc2)O[C@H]1CO)c1ccccc1F	3	34	10	-1	2	-0.3	-6
C=CCNC(=O)[C@@H]1[C@H]2C(=O)O[C@H](c3ccccc3)[C@H](c3ccccc3)N2[C@H](c2ccccc2OCCO)[C@@]12C(=O)N(C(=O)OCCOC)c1ccc(C#CC3(O)CCCCCC3)cc12	-4	2	6	-1	-1	x	x
COc1ccccc1NC(=O)Nc1nc(C(N)Cc2ccc(C(F)(F)F)cc2)cs1 (centres undefined)	1	-6	6	10	-4	0.9	-14
Cc1ccc(NC(=O)c2sc3ncn(CC(=O)N4CCN(c5ccccn5)CC4)c(=O)c3c2C)cc1Cl	1	-3	0	-3	-4	1.3	-13
CC1=C(C(=O)NC(C)C)C2(CCC(C)CC2)OC1=O (centres undefined)	-2	-3	3	2	0	-1.2	1
CCN(CC(=O)Nc1ccc(NC(C)=O)cc1)C(=O)c1cccc(S(=O)(=O)N2CCc3ccccc3C2)c1	10	1	-7	-1	4	x	5
O=c1[nH]c(=S)[nH]c2nccnc12	-5	-3	-7	-12	-6	0.2	2
C=C1CC(c2ccc(-c3ccccc3)cc2)OC1=O (centres undefined)	x	1	-3	0	5	x	x
O=C(NCCn1cc(SCc2ccccc2)c2ccccc21)c1c(F)cccc1F	2	-1	1	-3	-3	0.1	4
COc1cccc(NC(=O)N2C[C@H](O)COC[C@H]3O[C@H](CC(=O)NCc4ccccc4F)CC[C@@H]32)c1	0	-4	-5	6	3	0.2	-1
C[C@@H]1CN([C@@H](C)CO)C(=O)c2cc(NC(=O)C3CCCCC3)ccc2O[C@@H](C)CCCCO[C@@H]1CN(C)C(=O)Nc1cccc2ccccc12	3	6	-1	-1	1	1.8	x

More records follow:
SMILES	PglD inh	S100A4 MyoIIA	DENV2 CPE rescue	ERp5 inh	SIRT5 inh	E-selectin induc	C2C12 statin
CCCNC(=O)Nc1ccc2c(c1)C(=O)N(C)C[C@@H](OC)[C@H](C)CN(Cc1ccncc1)[C@@H](C)CO2	4	x	x	x	x	-0.1	-20
CC(C)S(=O)(=O)N1CCN(c2ccnc3cc(Cl)ccc23)CC1	0	4	-4	3	1	-0.3	x
COc1ccc(C(CC(=O)N2CCCCC2)C(C)C)cc1 (centres undefined)	x	-4	6	x	3	x	x
O=C(NNC(=O)c1cccc(Br)c1)Nc1ccc(Cl)cc1	0	-2	-4	3	-3	x	-20
CCCc1cc(-c2n[nH]c(=S)n2CC)cs1	x	-1	-1	0	-1	x	x
O=C(CCCN1C(=O)c2ccccc2C1=O)Nc1ccccc1	x	-3	-9	3	-3	0.0	-9
N#C[C@H]1[C@H](c2ccc(C#Cc3ccccc3F)cc2)[C@H](CO)N1C(=O)c1cccnc1	-3	0	-4	3	-3	0.6	-1
Cc1nnc(SCc2cc(=O)[nH]c(=S)[nH]2)s1	x	-2	-2	3	x	5.9	x
COc1ccc(CNC(=O)c2ccc(CS(=O)(=O)c3ccc(C)cc3)o2)cc1	2	3	0	-3	-3	0.4	3
CCn1c(SCC(=O)N2CCCCC2C)nnc1-c1ccco1 (centres undefined)	5	1	-2	-2	-2	x	1
COCC#Cc1ccc2c(c1)O[C@@H](CN(C)C(=O)C1CCCCC1)[C@@H](C)CN([C@@H](C)CO)S2(=O)=O	-1	-3	-9	1	4	0.4	-9
C[C@@H]1CN([C@H](C)CO)C(=O)Cc2cc(NC(=O)Nc3ccc4c(c3)OCO4)ccc2O[C@@H]1CN(C)C	-3	-4	2	-1	-4	20	7
Cc1cc(C(=O)Nc2cccc3c2O[C@H](CN(C)C(=O)NC(C)C)[C@H](C)CN([C@H](C)CO)C3=O)n(C)n1	-3	2	-4	-1	-3	0.3	4
NC(=O)c1ncn([C@@H]2O[C@H](C(=O)O)[C@@H](O)[C@H]2O)n1	x	-4	3	-1	2	-0.2	x
Cc1ccc(S(=O)(=O)N2CCOCC2)cc1NC(=O)COC(=O)COc1cccc2c1OC(C)(C)C2	-2	-10	6	9	-7	-0.2	-23
CC(C)CN(C(=O)COC(=O)c1cnccn1)c1c(N)n(Cc2ccccc2)c(=O)[nH]c1=O	x	20	10	2	-2	-0.8	x
CCNC(=O)[C@H]1[C@H](CO)[C@H]2Cn3c(ccc(-c4ccccc4)c3=O)[C@H]2N1Cc1ccccn1	0	-9	10	16	-13	-0.5	10
COc1cccc(CNC(=O)C(CC(C)C)NC(=O)c2ccccc2C)c1 (centres undefined)	-3	-2	-2	3	-7	-0.2	16
COC(=O)CCn1c(C)cc(C(=O)COc2ccccc2C(N)=O)c1C	x	8	-9	-5	-1	0.7	x
COc1ccc(CN(C)C[C@@H]2OCCCC[C@H](C)Oc3ccc(NC(=O)Nc4c(C)noc4C)cc3C(=O)N([C@H](C)CO)C[C@H]2C)cc1	5	-7	0	2	-3	0.1	x
N#C[C@@H]1[C@H](c2ccc(C#CC3CCCC3)cc2)[C@@H](CO)N1C(=O)Cc1ccccn1	x	-2	-2	4	10	0.1	x
COC(=O)CN1C(=O)[C@H]2[C@@H](c3ccc(C)o3)N3C(=O)CN(CCO)C(=O)[C@@]3(Cc3ccccc3)[C@H]2C1=O	-5	-4	-13	2	2	-0.1	14
Cn1nnnc1Sc1ncnc2scc(-c3ccccc3C(F)(F)F)c12	5	0	-8	-1	x	-0.5	19
CCS(=O)c1ccccc1C(=O)OCC(=O)Nc1cccc(S(=O)(=O)N2CCCCC2)c1 (centres undefined)	5	-5	-3	18	-3	-2.0	4
N#Cc1ccccc1OCc1nnc(-c2ccccc2Br)o1	6	3	8	1	-4	x	-1

Another view of some results above:
Cc1nnc(SCc2cc(=O)[nH]c(=S)[nH]2)s1
  PglD inh: x | S100A4 MyoIIA: -2 | DENV2 CPE rescue: -2 | ERp5 inh: 3 | SIRT5 inh: x | E-selectin induc: 5.9 | C2C12 statin: x
CCNC(=O)[C@H]1[C@H](CO)[C@H]2Cn3c(ccc(-c4ccccc4)c3=O)[C@H]2N1Cc1ccccn1
  PglD inh: 0 | S100A4 MyoIIA: -9 | DENV2 CPE rescue: 10 | ERp5 inh: 16 | SIRT5 inh: -13 | E-selectin induc: -0.5 | C2C12 statin: 10
N#Cc1ccccc1OCc1nnc(-c2ccccc2Br)o1
  PglD inh: 6 | S100A4 MyoIIA: 3 | DENV2 CPE rescue: 8 | ERp5 inh: 1 | SIRT5 inh: -4 | E-selectin induc: x | C2C12 statin: -1

Other structures.
SMILES	PglD inh	S100A4 MyoIIA	DENV2 CPE rescue	ERp5 inh	SIRT5 inh	E-selectin induc	C2C12 statin
CCO[C@H]1OC(C(=O)N2CCN(Cc3ccccc3)CC2)=C[C@@H](C2CCCCC2)[C@@H]1CCCO	-1	-4	2	-1	3	-0.1	-15
CCN1C(=O)[C@H]2[C@@H](c3ccc(C)cc3)N3C(=O)N(c4ccc(OC)cc4)C(=O)[C@@]3(Cc3ccccc3)[C@H]2C1=O	-1	12	7	8	3	0.3	16
CCOC1=C2CN(S(=O)(=O)c3ccccc3)[C@@H](c3ccccc3)C[C@H]2[C@H]2C(=O)N(c3ccccc3)C(=O)[C@H]2C1	x	-5	1	2	x	-0.9	x
COc1ccc(NC(=O)c2ccc3c(c2)C(=O)N(Cc2ccncc2)C3=O)cc1S(N)(=O)=O	6	-1	-3	-5	-2	0.7	7
C[C@@H]1CN([C@@H](C)CO)C(=O)c2cc(-c3cccc(C(=O)N(C)C)c3)cnc2O[C@@H]1CN(C)C(=O)Cc1ccccn1	0	-4	0	24	-10	x	x
O=C(COc1ccccc1)NCC(=O)Nc1cccc(S(=O)(=O)NC2=NCCC2)c1	1	2	-1	-3	-4	x	-5
Cc1ccc(S(=O)(=O)Nc2ccc3c(c2)C(=O)N([C@H](C)CO)C[C@@H](C)[C@H](CN(C)Cc2ccc(-c4ccccc4)cc2)O3)cc1	2	-4	2	-10	18*	157*	40
Cc1ccc(NC(=S)N2CCN(c3ccccc3F)CC2)c(C)c1	7	26	6	-3	-5	x	12
COc1ccc2c3c(n(C)c2c1)[C@H](CO)N(C(=O)Nc1ccccc1F)CC31CCN(C)CC1	x	13	-4	-6	2	-0.6	x
COc1ccc(C(=O)Nc2ccnn2C2CCN(Cc3ccncc3)CC2)cc1	3	0	-6	6	-1	0.0	0
CC(=O)Nc1ccc(NC(=O)CN(c2cc(Cl)ccc2Cl)S(C)(=O)=O)cc1	x	-2	7	-1	-4	0.8	x
O=C1CC(=O)Nc2cc(S(=O)(=O)Nc3ccc(Cl)c(C(F)(F)F)c3)ccc2N1	12	-2	-5	-3	0	-0.6	5
O=S(=O)(c1cccs1)N1CCCCN2[C@@H](CO)[C@@H](c3ccc(C4=CCCC4)cc3)[C@@H]2C1	-1	-2	10	2	4	-0.7	2
COc1ccc(NC(=S)Nc2ccc(N(C)C(C)=O)cc2)cc1	-3	-6	3	-6	-6	x	x
O=C(Cc1ccccc1)NC[C@H]1N[C@H](CO)[C@@H]1c1ccc(-c2ccccc2)cc1	x	3	4	-2	2	-0.1	x
O=C(C[C@@H]1CC[C@H]2[C@@H](COC[C@H](O)CN2C(=O)Nc2ccccc2)O1)NCCc1ccncc1	2	-4	-2	-1	-1	-0.1	-9
O=C(N[C@@H]1CC[C@@H](CC(=O)N2CCOCC2)O[C@H]1CO)c1cccc(F)c1	-3	3	15	2	0	0.0	-11
Cc1cc(=O)oc2cc(OCc3ccc(C(=O)OCC(=O)N(C)C4CCS(=O)(=O)C4)cc3)ccc12 (centres undefined)	1	2	-2	2	-1	-0.2	0
